Bioassay records deposited in PubChem BioAssay by National Center for Advancing Translational Sciences (NCATS).
CHX counter = affects cycloheximide protein synthesis inhibition readout, counter-screen; hit rate 12% among 300,000; cell reporter, cycloheximide protein synthesis inhibition counterscreen; max response, %; in the data active = max response mostly above about 13%, no sharp cut-off; inactive = mostly below about 14%; also: read at 38.3 µM for the half of the compounds with a filed dose; 0% is about no effect
Pf growth 48h = P. falciparum growth inhibition at 48 hours (one generation) | Potency, µM (top dose mostly 28.7 µM), without a hit: at the top dose activity change, negative = inhibition, actives largely listed as inhibitors | P. falciparum luciferase growth in erythrocytes, 48 h | hit rate 5.9% among 310,000; also: potency is read from the fitted curve at half-maximal effect; % is scaled to controls: 0 for no effect and ±100 for the full control effect
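Here the parasites carry a stable luciferase gene and grow inside erythrocytes in Albumax-based RPMI medium with compound for one erythrocytic cycle. Activity is scored as loss of luminescent signal.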
Sm TGR inh = blocks Schistosoma mansoni thioredoxin glutathione reductase | Q962Y6 | purified TGR, DTNB reduction, TNB absorbance 405 nm | Potency, µM (doses to about 114 µM), without a hit: top-dose activity change, negative = inhibition, actives largely listed as inhibitors | hit rate 3% among 360,000; also: potency is read from the fitted curve at half-maximal effect; % is scaled to controls: 0 for no effect and ±100 for the full control effect; nearly all actives have a fitted effect of over 60% in size
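TGR 20 nM + NADPH 100 uM (dispensed conc.), cpd preinc 15 min RT; start with NADPH (500 uM addition) then DTNB (15 mM addition). Kinetic TNB absorbance, 405 nm filter. Four-parameter Hill fit across titration.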
Shiga toxin inh = blocks Shiga toxin action in Vero cells; hit rate 9.2% among 290,000; Vero cells, Shiga toxin protein synthesis inhibition reporter; inhibition, % at 38.7 µM; AID 2315; in the data active = inhibition mostly above about 28%, no sharp cut-off; inactive = mostly below about 43%; also: 0% is about no effect
Giardia FBPA inh = Giardia lamblia aldolase inhibition. A8B2U2. purified Giardia FBPA. Potency, µM (top dose mostly 59.6 µM), for the others: at the top dose activity, negative = inhibition, hits mostly inhibitors. hit rate 0.71% among 290,000. AID 2451; also: potency is read from the fitted curve at half-maximal effect; % is scaled to controls: 0 for no effect and ±100 for the full control effect; nearly all actives have a fitted effect of over 55% in size
Target sequence (A8B2U2 whole entry, looked up): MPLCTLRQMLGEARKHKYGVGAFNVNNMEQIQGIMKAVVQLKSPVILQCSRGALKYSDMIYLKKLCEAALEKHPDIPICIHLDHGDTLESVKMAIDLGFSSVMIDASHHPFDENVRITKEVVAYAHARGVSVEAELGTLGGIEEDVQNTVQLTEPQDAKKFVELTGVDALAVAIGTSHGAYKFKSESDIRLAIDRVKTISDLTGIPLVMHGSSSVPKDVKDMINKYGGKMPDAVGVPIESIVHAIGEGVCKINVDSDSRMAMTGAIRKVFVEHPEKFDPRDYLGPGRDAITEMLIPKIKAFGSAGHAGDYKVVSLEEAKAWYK
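Giardia FBPA (40 nM reagent) was preincubated 10 min at RT with compound (up to 57.5 uM final), then substrate plus GAPDH/TPI/NAD/arsenate coupling system with diaphorase/resazurin was added; resorufin fluorescence (525/598 nm) was read after 20 min.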
Pf growth 96h = P. falciparum growth inhibition at 96 hours | P. falciparum luciferase reporter growth, 96 h | Potency, µM (series often up to 28.7 µM), without a hit: top-dose activity change, negative = inhibition, most hits filed as inhibitors | hit rate 6.9% among 320,000 | AID 504834; also: potency is read from the fitted curve at half-maximal effect; % is scaled to controls: 0 for no effect and ±100 for the full control effect
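Parasite growth measured via integrated firefly luciferase reporter in P. falciparum. Infected erythrocytes at 2% hematocrit, 0.05% parasitemia final were treated 96 hours at 37 C under 5% CO2, and luminescence was read.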
* marks the source's active call; other numbers are inactive results; i = inactive; ? = inconclusive; . = no result given; & = joins results of further samples; [ ] = another dose, or the depositor's remark. Unless noted, calls follow the shape of the dose curve; as a rule, active = well fitted curve in the direction sought with a large enough effect; inconclusive = small, poorly fitted or top-dose-only effect, or another doubt; inactive = no such curve, though single readings can be large; an effect the other way counts as inactive or inconclusive.

nr	smiles	CHX counter	Pf growth 48h	Sm TGR inh
1	CCOC(=O)C1CCN(c2nc3c(C)cccn3c(=O)c2/C=C(\C#N)S(=O)(=O)c2ccccc2)CC1	-5	9.3µM*	-13%
2	c1cncc(CNCCc2c[nH]c3ccccc23)c1	1	18%	-5%
3	CCOC(=O)C(Cc1c(F)cccc1Cl)c1ccno1 (stereo not drawn)	11	14%	5%
4	CCCCOC(=O)C1=C(C)Nc2ncnn2C1c1cc(OC)ccc1OC (stereo not drawn)	-3	8%	1%
5	O=C(NCc1ccco1)c1cccc(NC(=O)c2ccco2)c1	-1	14%	45µM*
6	COc1ccc(C)cc1NC(=O)C1CCCCC1C(=O)O (stereo not drawn)	-6	2%	-4%
7	FC(F)(F)c1cccnc1N1CCN(c2ncnc3nc[nH]c23)CC1	-4	6%	-20%
8	Cn1c(SCC(=O)Nc2cccc(NC(=O)c3cccs3)c2)nnc1-c1ccncc1	-2	?	-15%
9	Cc1ccc(Nc2nc(N)nc(CSc3nccn3C)n2)cc1	52*	133%[activator]	-2%
10	Cn1ccnc1SCC(=O)Nc1cccc(S(=O)(=O)N2CCCCCC2)c1	2	24%	3%
11	c1cnc2ccc(C(c3nnnn3C3CCCCC3)N3CCCCC3)cc2c1 (stereo not drawn)	6	?	1%
12	Cc1ccc2c(c1)N(S(=O)(=O)c1cc(-c3cc(C)no3)ccc1C)CCO2	2	?	-2%
13	C#CCOc1ccc(C2C3=C(CC(C)(C)CC3=O)N(CC(=O)O)C3=C2C(=O)CC(C)(C)C3)cc1	-2	-13%	0%
14	Cc1ccc(C)c(C(=O)CSc2n[nH]c(C)n2)c1	6	-38%	-29%
15	COc1cc(NC(=O)NCCN2CCN(c3ccccc3)CC2)cc(OC)c1OC	5	?	10%&-2%

nr	Shiga toxin inh	Giardia FBPA inh	Pf growth 96h
1	-10	-3%	?
2	3	-11%	-29%
3	2	-5%	21%
4	-10	.	41%[activator]
5	23	-1%	.
6	-18	0%	.
7	-2	-1%	13%
8	16	-2%	.
9	69*	0%	.
10	-5	1%	?
11	15	1%	i
12	18	-12%	35%[activator]
13	-5	-7%	?
14	-27	?	?
15	-10	3%	57%[activator]

Other records follow.
nr	smiles	CHX counter	Pf growth 48h	Sm TGR inh
16	CCn1c2ccccc2c2cc(NC(=O)Nc3ccc([N+](=O)[O-])cc3C)ccc21	2	?	-16%
17	O=C(CNC(=O)c1ccccc1Cl)OC1CCOC1=O (stereo not drawn)	7	3%[5.75 µM]	-9%
18	C=CCc1cccc(CNc2nc3ccccc3n2C)c1O	12	?	-31%
19	C[C@@H](C(=O)NCc1ccccn1)[C@H]1C[C@]1(C)[C@H](NC(=O)OCc1ccccc1)c1ccccc1	6	?	-13%
20	CCCCCc1nc2ccccc2c(=O)n1-c1ccccc1[N+](=O)[O-]	3	-12%	4%
21	COc1ccc(-c2[nH]ncc2CN2CCCC(C(=O)c3cccc(OC)c3)C2)cc1 (stereo not drawn)	-4	-15%	-11%
22	Clc1ccc(NC2=NCCCS2)cc1Cl	16	17%	6%
23	CCCN1C(=O)/C(=c2\s/c(=C3\C=Cc4ccccc4N3CC)c(=O)n2-c2ccccc2)SC1=S	-1	21%	5%
24	Cc1ccc(NC(=O)CC2C(=O)NCCN2C(=S)Nc2ccccc2)c(C)c1 (stereo not drawn)	-4	14%	-11%
25	COCCNC(=S)N/N=C(\C)c1ccc2cc(OC)ccc2c1	-2	?	-11%
26	Cc1[nH]c2ccccc2c1C(c1ccccn1)N1CCC(C)CC1 (stereo not drawn)	-4	27%	?
27	COc1ccc(C2c3ccc(O)cc3Oc3ncn4nc(-c5ccccn5)nc4c32)cc1OC (stereo not drawn)	6	10µM*	10%
28	Cc1ccc2nc(SCC(=O)Nc3ccccc3N3CCOCC3)c(C#N)cc2c1	2	7.4µM*	-7%
29	CC(C)OCc1c(C(=O)OC/C(O)=C(\C#N)c2nc3ccccc3[nH]2)oc2ccccc12	0	12%	.
30	COc1ccc(C(C)=O)cc1COC(=O)CNC(=O)c1cc(C)cc(C)c1	0	-4%	32µM*

nr	Shiga toxin inh	Giardia FBPA inh	Pf growth 96h
16	-1	1%	?
17	15	6%	42%[activator]
18	41	-4%	?
19	-7	-11%&-6%	?
20	6	-5%	?
21	-8	3%	3%
22	20	.	-14%
23	-6	-1%	0%
24	11	-1%	-2%
25	-7	-1%	?
26	24	4%	-56%
27	15	-2%	-4%
28	8	1%	?
29	5	-10%	-3%
30	17	5%	34%[activator]

The listing continues:
nr	smiles	CHX counter	Pf growth 48h	Sm TGR inh
31	CC(C)CC(=O)Nc1cccc(-c2cn3ccsc3n2)c1	32*	83%[activator]	2%
32	CCOCCn1ccc2c(OCC(=O)Nc3ccc(OC)c(OC)c3)cccc2c1=O	.	?	9%
33	O=C(Nc1ccc(O)cc1C(=O)O)c1cccc(Br)c1	-2	13%	0%
34	O=C(CCNC(=O)c1ccccc1)NCCc1ccc(Cl)cc1	-2	-2%	1%
35	O=C(COC(=O)Cn1[nH]c(=O)c2ccccc2c1=O)NNC(=O)c1ccccc1	.	-16%	-7%
36	O=C(COc1ccc(Cl)cc1Cl)N(C1CCCCC1)C1CCS(=O)(=O)C1 (stereo not drawn)	.	?	-4%
37	CCN1CCN(C(c2cccs2)C(C)NC(=O)NC2CCCCC2)CC1 (stereo not drawn)	-2	0%	-1%
38	OCCNc1ccc(Cl)cc1	3	0%	4%
39	O=C(Nc1c2c(nn1-c1ccc(F)cc1)CS(=O)(=O)C2)C1CCCC1	-2	4%	-13%
40	O=C(O)CC(SCC(=O)Nc1ccc(S(=O)(=O)N2CCCC2)cc1)C(=O)O (stereo not drawn)	-2	-14%	-28%
41	N/C(=N\OS(=O)(=O)c1ccccc1)c1ccccn1	0	1%	-2%
42	O=S(=O)(Nc1c(S(=O)(=O)c2ccccc2)c2nc3ccccc3nc2n1C1CCCCC1)c1ccccc1	1	3.7µM*	-21%
43	COCCn1nnnc1CN1CCC(C)CC1	2	-3%	8%
44	CCOC(=S)SCC(=O)N1CCc2ccccc2C1C1C(=O)CC(C)(C)CC1=O (stereo not drawn)	-8	7%	-2%
45	CC(NC(=O)c1ccccc1Cl)NC(=O)c1ccccc1Cl	-1	11%	-23%

nr	Shiga toxin inh	Giardia FBPA inh	Pf growth 96h
31	36*	1%	2%
32	.	.	-22%
33	-8	17%	-16%
34	-1	4%	11%
35	.	.	-7%
36	.	.	10µM*
37	2	1%	22%
38	45	-2%	122%[activator]
39	-11	2%	10µM*
40	20	12%	-1%
41	-5	20%	-14%
42	-10	?	9.3µM*
43	-5	-13%	-23%
44	-12	-4%	-28%
45	-11	7%	10%

Single entries from the entries so far:
no. 36 – Pf growth 96h = 10µM*
no. 9 – Pf growth 48h = 133%[activator]
no. 29 – CHX counter = 0
no. 43 – Pf growth 96h = -23%

Next section
nr	smiles	CHX counter	Pf growth 48h	Sm TGR inh
46	Cc1nc(NC(=O)CSc2nccn2C)sc1C(=O)N(C)C	21*	59%[activator]	-14%
47	N#CCSc1nnc2sc3ccccc3n12	-2	.	4%
48	CC(C)CC(=O)NC1(C(F)(F)F)C(=O)Nc2c1c(=O)[nH]c(=O)n2Cc1ccco1 (stereo not drawn)	-2	6%	-51%
49	COC(=O)c1cc(NC(=O)CN(c2cccc(OC)c2)S(=O)(=O)c2ccccc2)ccc1Cl	-1	-18%	-5%
50	CCOc1c(Nc2ccccc2O)c(=O)c1=O	-3	50%[activator]	0%
51	COCCCNS(=O)(=O)c1ccc(Cl)c(C(F)(F)F)c1	-3	-2%	0%
52	Cc1cccc(C(=O)O/N=C(\N)c2cccc([N+](=O)[O-])c2)c1	53*	38%[activator]	-13%
53	Cc1ccccc1N1CCN(C(=O)C2CCCCC2)CC1	-3	0%	-12%
54	COc1ccc(CCN2CN(S(=O)(=O)c3ccc(C)cc3)c3nc4ccccc4nc32)cc1OC	-2	-5%	1%
55	CC/C=C\C/C=C\C/C=C\C/C=C\C/C=C\C/C=C\CCC(=O)O	.	-19%	.
56	COc1ccc(NC(C)=O)cc1NC(=O)CN1CCN(c2ccccn2)CC1	-1	12%	-12%
57	O=C(O)CSc1nnc(-c2ccc(Cl)cc2Cl)n1Cc1ccccc1	3	17%	-2%
58	COC(=O)C(NC(=O)c1ccccc1)(Nc1nccs1)C(F)(F)F (stereo not drawn)	5	-15%	0%
59	CSc1ccccc1C(=O)NCCS(=O)(=O)N1CCN(c2ccc(F)cc2)CC1	.	-4%	6%
60	Cc1nc2cc(NC(=O)COc3ccc(C#N)cc3)ccc2n1-c1ccccc1	8	-9%	8%

nr	Shiga toxin inh	Giardia FBPA inh	Pf growth 96h
46	43*	.	0%
47	-9	-3%	-12%
48	-14	-8%	-9%
49	0	-7%	-18%
50	-3	-9%	4%
51	-20	1%	22%
52	99*	-4%	-1%
53	-11	5%	2%
54	-7	0%	3%
55	.	-6%	?
56	12	-1%	0%
57	-3	2%	13%
58	-11	-1%	-16%
59	.	.	-4%
60	-7	3%	?

Continuation:
nr	smiles	CHX counter	Pf growth 48h	Sm TGR inh
61	CN(C)S(=O)(=O)c1cccc(NC(=O)c2ccc(S(=O)(=O)N3CCCCC3)cc2)c1	.	?	6%
62	CCOC(=O)N1CCN(Cc2nc3cc(NC(=O)c4ccco4)ccc3n2CC)CC1	23*	-2%	-34%
63	Cc1ccc(CC(=O)NNC(=O)c2cccs2)cc1C	.	37%[activator]	1%
64	Nc1n[nH]c(N)c1N=Nc1ccc2c(c1)OCO2	36*	27%	.
65	COc1cc(NC(=O)c2cc(-c3cccnc3)nc3ccc(Br)cc23)cc(OC)c1	-1	?	2%
66	COc1ccc(-c2nnc(SCC(=O)N3CCOCC3)n2C)cc1OC	4	-13%	-1%
67	COc1ccccc1C(=O)NCC(=O)OCC(=O)c1ccc(Cl)s1	.	22%	-21%

nr	Shiga toxin inh	Giardia FBPA inh	Pf growth 96h
61	.	.	?
62	32	4%	-19%
63	.	.	30%[activator]
64	97*	0%	35%[activator]
65	-14	-4%	-21%
66	15	0%	7%
67	.	.	10%

Part of the list above, limited to Pf growth 96h and Pf growth 48h:
| cpd | smiles | Pf growth 96h | Pf growth 48h |
| --- | --- | --- | --- |
| 9 | Cc1ccc(Nc2nc(N)nc(CSc3nccn3C)n2)cc1 | . | 133%[activator] |
| 21 | COc1ccc(-c2[nH]ncc2CN2CCCC(C(=O)c3cccc(OC)c3)C2)cc1 (stereo not drawn) | 3% | -15% |
| 38 | OCCNc1ccc(Cl)cc1 | 122%[activator] | 0% |

Entries of single compounds, looked up by structure:
Cc1ccc(NC(=O)CC2C(=O)NCCN2C(=S)Nc2ccccc2)c(C)c1 (stereo not drawn) across the screens: CHX counter: -4; Pf growth 48h: 14%; Sm TGR inh: -11%; Shiga toxin inh: 11; Giardia FBPA inh: -1%; Pf growth 96h: -2%
COc1ccc(-c2nnc(SCC(=O)N3CCOCC3)n2C)cc1OC across the screens: CHX counter: 4; Pf growth 48h: -13%; Sm TGR inh: -1%; Shiga toxin inh: 15; Giardia FBPA inh: 0%; Pf growth 96h: 7%
